Screens as filed in PubChem BioAssay.
KKLEB cytotox: cytotoxicity in KKLEB CF airway cells, primary screen, cytotoxicity control for CF NF-kB inhibitor project, cell-based, uHTS, fluorescence assay plates | KKLEB CF airway cells viability, ATPlite luminescence, overnight; stronger effect = lower value; cells stimulated with P. aeruginosa culture filtrate | activity change (cytotoxicity), % at 5 µM | 0.36% of 360,000 active | AID 602141, 2011;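 active = corrected activity change at or below -50% at 5 µM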
Peg3 promoter: Peg3 promoter-driven luciferase inhibitors, primary screen, cell-based, HeLa, luciferase luminescence. HeLa PEG-Prom luciferase reporter, overnight. inhibition, % at 20 µM. 1.7% of 360,000 active. AID 588405, 2011;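 active = inhibition of at least 50% at 20 µM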
CF NFkB block: inhibitors of PAF-induced NF-kB signaling, primary screen, cell-based, GFP fluorescence, uHTS; KKLEB NF-kB-GFP reporter, GFP fluorescence overnight; inhibition, % at 5 µM; 0.86% of 360,000 active;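 active = at least 50% inhibition at 5 µM, scaled per plate between neutral and stimulator controls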;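 also: PAF is a Pseudomonas aeruginosa culture filtrate used as stimulus; plate controls were PAF-stimulated DMSO wells for no effect and unstimulated DMSO wells for full effect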
aDG glyco act: activators of alpha-DG glycosylation, primary screen, uHTS, Pro5-aDG cells, AlphaScreen | alpha-DG glycosylation AlphaScreen (IIH6); 0% Pro5, 100% B10-LARGE cell signal | activation, % at 10 µM | 0.22% of 360,000 active | AID 624168, 2012;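 active = activation of at least 8% versus controls, or a plate z-score of at least 8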;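 also: Pro5 are CHO cells carrying HIG-tagged alpha-DG that lacks glycosylation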
HIF-2a inh: HIF-2a reporter inhibitors, primary screen, luminescence, 786-0 RCC cells; 786-0 RCC cells HIF-2a reporter, luciferase luminescence, overnight; inhibition, % at 18.8 µM; 0.72% of 360,000 active;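 active = inhibition of the luminescence signal of 40% or more relative to plate controls, in a single-dose primary screen at 18.75 µM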
NR2E3 ag-1: inhibitors of NR2E3-RetCOR corepressor binding, primary screen, NR2E3 agonist project, biochemical, TR-FRET, GST-NR2E3, biotin-RetCOR. 1536-well. inhibition of corepressor binding, % at 4.78 µM. 0.12% of 320,000 active. AID 2300, 2010;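 active = percent inhibition above the cutoff of mean plus 3 SD of all tested compounds, set per screening campaign, cut at about 20% in these data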;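 also: 0% = DMSO wells and 100% = biotin wells as full block of FRET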
Target sequence (Q9Y5X4 whole entry, looked up): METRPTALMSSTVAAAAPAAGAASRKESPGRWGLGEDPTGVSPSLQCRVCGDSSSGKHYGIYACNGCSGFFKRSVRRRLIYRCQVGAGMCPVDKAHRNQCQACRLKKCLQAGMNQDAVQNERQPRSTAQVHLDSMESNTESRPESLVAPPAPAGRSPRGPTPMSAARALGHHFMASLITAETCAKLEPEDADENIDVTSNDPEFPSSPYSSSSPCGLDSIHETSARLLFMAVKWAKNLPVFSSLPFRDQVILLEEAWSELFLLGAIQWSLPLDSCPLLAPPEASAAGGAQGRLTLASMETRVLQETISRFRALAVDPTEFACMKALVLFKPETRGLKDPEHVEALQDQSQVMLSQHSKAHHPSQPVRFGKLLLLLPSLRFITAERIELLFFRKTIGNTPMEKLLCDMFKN
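Material: NR2E3–RetCOR corepressor complex / Incubation: Compound–protein incubation for 5 h at 4 °C / Dosing: compound at 4.8 µM, single dose / Detection: time-resolved FRET / Benchmarks: high control biotin, low control 0.6% DMSO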
NR2E3 ag-2: NR2E3 agonists in two-hybrid cells, primary screen, cell-based, luminescence, CHO-S, Gal4-NCOR/VP16-NR2E3 | Photoreceptor-specific nuclear receptor (Homo sapiens), Q9Y5X4 | luciferase | inhibition of corepressor binding, % at 3.98 µM | 0.35% of 360,000 active | AID 602229, 2012;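 active = inhibition above the mean of all tested compounds plus 3 SD, cut at about 70% in these data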;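 also: 0% = DMSO with NR2E3 transfected cells and 100% = cells lacking NR2E3 construct; higher means lower luciferase signal from less NR2E3 corepressor binding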
hiPSC survival: enhancers of single-cell hiPSC survival, primary screen, ATPlite luminescence | 100% = ROCK inhibitor wells, 0% = DMSO | survival enhancement, % at 20 µM | 0.044% of 360,000 active | AID 602274, 2012; in the data active = survival enhancement above about 18%;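 also: cells exposed to compounds for 16 hours before the ATP read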
TRPM1 prom inh: inhibitors of MITF-dependent TRPM1 promoter reporter, primary screen, cell-based, SK-MEL-5, single point, luciferase | SK-MEL-5 TRPM1 promoter luciferase, 24 h | inhibition, % at 12.5 µM | 0.83% of 330,000 active | AID 488899, 2010;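 active = mean inhibition across replicates of 60% or more, whatever share of single replicates reaches that level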; also: values of inactives mirror those of a sister screen read the other way
TWEAK-Fn14 inh: inhibitors of TWEAK-Fn14 signaling, primary screen, luciferase reporter cells, uHTS; 2% of 360,000 active; inhibition, % at 10 µM; TWEAK-stimulated Fn14 reporter cells, luciferase luminescence, 8 h; in the data active = inhibition above about 50%
Shn3 inh set2: reduction of Shn3 3'UTR firefly luciferase signal, primary screen, Schnurri-3 inhibitor project, cell-based, Clone20 osteoblasts, set 2. Clone20 osteoblast Shn3 3'UTR firefly luciferase, 24 h. inhibition, % at 12.5 µM. 0.52% of 360,000 active;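 active = mean inhibition of at least 75% with every replicate also reaching 75%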;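 also: 0% = median of neutral control wells and 100% = pilot-screen positive control compound; some compounds past the cut are filed as inactive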
An asterisk follows results filed as active; x = not tested or not shown. Compounds were not picked by outcome; overall some 4.4% were active at least once.

SMILES | KKLEB cytotox | Peg3 promoter | CF NFkB block | aDG glyco act | HIF-2a inh | NR2E3 ag-1 | NR2E3 ag-2 | hiPSC survival | TRPM1 prom inh | TWEAK-Fn14 inh | Shn3 inh set2
Cc1nnc(SCC(=O)NC2CCCC2)n1C(C)C | -10 | -2 | -4 | -0.1 | 10 | 1 | -16 | -0.1 | -3 | 0 | -4
COc1ccc(NC(=O)CCC(=O)c2ccc(F)cc2)cc1 | 12 | 14 | -8 | -0.1 | 13 | x | -28 | 0.0 | -1 | 2 | -11
COc1cc(OC)cc(C(=O)N2CCN(Cc3ccccc3[N+](=O)[O-])CC2)c1 | 3 | 12 | 19 | 0.5 | -8 | -3 | -7 | -1.5 | -2 | 12 | 5
Cc1coc2cc3oc(=O)c(CCC(=O)NCCCN4CCCC4=O)c(C)c3cc12 | -7 | -12 | 14 | 0.2 | -33 | 0 | -5 | 1.4 | 2 | -1 | 9
O=C(OCC(=O)N1CCC(c2ccccc2)=N1)c1ccc([N+](=O)[O-])s1 | -9 | 2 | 21 | 0.5 | -1 | 2 | 5 | 0.2 | 29 | -1 | -7
Cc1nc2cc(CO)ccc2n1C | -4 | 2 | 4 | 0.3 | 5 | -3 | -21 | 0.9 | 0 | -10 | -2
Cc1occc1-c1nnc(SCC(=O)Nc2ccccc2)n1CCc1ccccc1 | -3 | 15 | -1 | 0.3 | 2 | 2 | -3 | 1.2 | -10 | -11 | 6
COc1ccc(C(c2nnnn2Cc2ccccc2)N2CCN(c3ccccc3)CC2)cc1 (centres undefined) | 14 | 23 | -15 | 0.6 | 18 | 4 | 13 | -0.8 | 3 | 9 | 4
CC(C)N1C(=O)c2ccccc2C1C(=O)NC1CCCCCC1 (centres undefined) | -14 | 7 | 13 | -0.1 | -12 | 2 | 9 | 3.3 | 6 | -1 | -3
COc1cc(C(C(=O)NC2CCCCC2)N(C(=O)c2snc(C(N)=O)c2N)c2ccc(C)cc2)ccc1O (centres undefined) | -6 | 18 | -1 | -0.1 | 6 | 7 | 2 | 0.6 | 5 | -8 | -4

Profiles as entered above.
Cc1occc1-c1nnc(SCC(=O)Nc2ccccc2)n1CCc1ccccc1 is entered as KKLEB cytotox = -3; Peg3 promoter = 15; CF NFkB block = -1; aDG glyco act = 0.3; HIF-2a inh = 2; NR2E3 ag-1 = 2; NR2E3 ag-2 = -3; hiPSC survival = 1.2; TRPM1 prom inh = -10; TWEAK-Fn14 inh = -11; Shn3 inh set2 = 6
CC(C)N1C(=O)c2ccccc2C1C(=O)NC1CCCCCC1 (centres undefined) is entered as KKLEB cytotox = -14; Peg3 promoter = 7; CF NFkB block = 13; aDG glyco act = -0.1; HIF-2a inh = -12; NR2E3 ag-1 = 2; NR2E3 ag-2 = 9; hiPSC survival = 3.3; TRPM1 prom inh = 6; TWEAK-Fn14 inh = -1; Shn3 inh set2 = -3

Going on with the list:
SMILES | KKLEB cytotox | Peg3 promoter | CF NFkB block | aDG glyco act | HIF-2a inh | NR2E3 ag-1 | NR2E3 ag-2 | hiPSC survival | TRPM1 prom inh | TWEAK-Fn14 inh | Shn3 inh set2
O=C(NN1CCOCC1)c1ccc(Cl)s1 | 4 | -7 | 1 | -0.3 | -18 | 2 | -30 | 0.5 | -3 | -8 | -8
Cc1nc(NCc2ccccc2)c2cc[nH]c2n1 | -19 | -12 | 8 | 0.2 | -1 | -3 | -25 | 0.0 | -1 | -10 | -1
Cc1onc(-c2ccccc2)c1CNC(=O)CN1C(=O)c2ccccc2C1=O | 1 | 2 | 1 | -0.2 | 22 | 0 | -6 | -0.4 | -1 | -23 | 26
COc1ccc(CN2CCN(C(=O)CCC(=O)c3ccc(C)s3)CC2)cc1OC | -9 | 2 | 29 | 0.1 | -1 | -1 | -2 | 0.5 | -1 | -8 | -3
CC(C)(O)C(=O)NN(Cc1ccccc1)c1ccccc1 | 8 | 6 | -10 | 0.8 | 15 | 0 | -22 | -1.8 | 8 | 17 | -16
CCn1c(SCC(=O)NC2CCCCC2)nnc1-c1cccs1 | -7 | 19 | 7 | -0.1 | 4 | 0 | -6 | 2.7 | 3 | 5 | -2
C[C@H]1CN([C@@H](C)CO)C(=O)CCCn2cc(nn2)CO[C@@H]1CN(C)C(=O)Nc1ccccc1C(F)(F)F | -8 | -11 | 11 | 5.7 | 7 | x | -10 | -1.4 | x | -5 | -3
COc1ccc(CN2CCn3nc(C(=O)NC(C)C)cc3C2=O)cc1 | 2 | -9 | 7 | 0.1 | 7 | -1 | -8 | 2.0 | -2 | 2 | -9
COc1ccc(N2C(=O)CC3(CCCC3)CC2=O)cc1 | 8 | 3 | -9 | 0.1 | 3 | 0 | 24 | -0.7 | 11 | 35 | -10
Cc1ccc2cc(/C=C/C(=O)c3ccco3)c(Cl)nc2c1 | -31 | -165 | 64* | 0.0 | -224 | -3 | -80 | -0.6 | x | 18 | -182
CC(=O)Nc1nnc(SCc2ccccc2F)s1 | -7 | -153 | 19 | -0.1 | -182 | 0 | -59 | -2.0 | -38 | -18 | -71
O=C(CCc1nnc(Cc2ccc3c(c2)OCO3)o1)NCc1nc2ccccc2s1 | -5 | -1 | -17 | 0.2 | 3 | x | 19 | 0.2 | 12 | -9 | 1
O=S(=O)(Nc1ccc2cn[nH]c2c1)c1ccc(C(F)(F)F)cc1 | -4 | 17 | 22 | -0.1 | 19 | 0 | -8 | -1.2 | 13 | 12 | 17
Cc1ccc(C(C(=O)Nc2ccc(C(C)C)cc2)N(C)C(=O)c2ccc(=O)[nH]c2)cc1 (centres undefined) | 6 | 2 | 3 | -0.2 | 13 | -1 | 2 | 0.0 | -14 | 3 | 18
CCOc1ccc(N2CC(C(=O)NCc3ccc(C)n3C)CC2=O)cc1 (centres undefined) | 7 | 11 | -9 | 0.1 | 3 | 3 | -7 | 1.2 | 0 | -5 | -8
CCSc1nc(O)c(C2OC(=O)c3c2ccc(OC)c3OC)c(=O)n1CC (centres undefined) | 3 | 27 | -2 | -0.1 | 4 | 2 | -2 | 0.6 | 8 | 8 | 7
Cc1cc(C)n(-c2nc3c(c(=O)[nH]c(=O)n3C)n2CC(O)c2ccccc2)n1 (centres undefined) | -1 | 10 | 4 | -0.1 | 6 | -4 | 3 | -1.8 | 3 | 15 | 1
O=S(=O)(c1ccccc1)N1CCN(Cc2ccccc2C(F)(F)F)CC1 | -6 | 10 | 14 | 0.3 | 17 | 3 | 7 | 0.5 | 3 | -20 | -10
COc1ccc2oc(C(=O)Nc3nccs3)c(C)c2c1 | 1 | -292 | -16 | 0.4 | -254 | -10 | -199 | -0.3 | -71 | 0 | -53
CCOC(=O)C1CCN(C2CCN(Cc3nc(-c4ccccc4)no3)CC2)CC1 | 3 | 7 | 13 | 0.8 | 1 | 3 | -5 | -2.0 | 17 | 8 | 42
CCCS(=O)(=O)N1CCC(C(=O)N2CCN(C(=O)OCC)CC2)CC1 | 4 | 3 | 2 | 0.2 | 9 | 1 | -6 | -1.8 | 3 | -1 | 4
Cc1ccc(NC(=O)COC(=O)CCNS(=O)(=O)c2c(Cl)cccc2Cl)cc1 | 8 | -2 | -2 | -0.2 | -6 | x | 16 | 0.0 | -9 | -17 | -2
COc1ccc(NC(=O)CN(C)C(=O)c2cn(-c3ccccc3)nc2-c2ccc(Cl)cc2)cc1 | -6 | 39 | -32 | -0.1 | -1 | -1 | -8 | -0.2 | -15 | -14 | 5
CN1CCc2c(sc3c2C(=O)NC(c2ccc(-c4cccc(Cl)c4)o2)N3)C1 (centres undefined) | -1 | -48 | -54 | 0.0 | -31 | 1 | -8 | 5.4 | x | 20 | -9
CC(C)c1ccc(S(=O)(=O)N2CCN(C(C)C(=O)NC3CCCC3)CC2)cc1 (centres undefined) | 1 | 19 | 3 | 0.3 | 11 | 3 | -6 | -0.1 | 7 | 8 | 7
CC(C)=CCN1CCN(Cc2cnc(-c3ccccc3)s2)CC1CCO (centres undefined) | -1 | 1 | 2 | 0.1 | 6 | 0 | -19 | -0.7 | 3 | 4 | -15
CCC(=O)N/C(=N\OCc1ccc(F)cc1)c1nonc1NC(=O)CC | 11 | 17 | -5 | -0.2 | 26 | 3 | -26 | -3.0 | 3 | -12 | 0
Cc1cc(C)c(S(=O)(=O)N2CCN(C(=O)C3COc4ccccc4O3)CC2)c(C)c1 (centres undefined) | -9 | 12 | -4 | 0.0 | 23 | 1 | -26 | -2.5 | -5 | 0 | 9
O=C(COc1ccc(S(=O)(=O)Nc2ccc(Cl)cc2)cc1)N1CCOCC1 | 8 | 14 | 6 | 0.7 | 9 | 3 | 5 | 0.1 | 7 | 0 | 23
Cc1oc(-c2ccc(Cl)cc2)nc1CN1CCC(C(=O)N2CCN(Cc3ccccc3)CC2)CC1 | -27 | 4 | 26 | 0.5 | 1 | 1 | 23 | 3.2 | 14 | 1 | 57
Cc1[nH]c2ccccc2c1-c1csc(N)n1 | -5 | 8 | -4 | 0.3 | 16 | x | 0 | -0.1 | 8 | 1 | -4
COc1ccc(CCNC(=O)CS(=O)(=O)Cc2nc(-c3ccccc3Cl)oc2C)cc1OC | 8 | 8 | -19 | 0.1 | 4 | 1 | -21 | 0.1 | x | 0 | -2
CNc1cc(-c2cccc(C(=O)N3CCOCC3)c2)ncn1 | -3 | 4 | 5 | -0.2 | -1 | x | 0 | -1.2 | x | 10 | 23
COCCN1C(=O)N(c2cccc(OC)c2)C(=O)C1CC(=O)Nc1ccc(Cl)cc1 (centres undefined) | -7 | 4 | -10 | 0.0 | 16 | -4 | -16 | -0.2 | -7 | -5 | -3
Cc1cc(C)c2nc(NC(=O)c3ccc([N+](=O)[O-])o3)sc2c1 | -6 | -77 | -30 | 0.5 | -127 | 2 | -11 | -0.2 | 14 | -20 | -5
COc1ccccc1-c1nnc(NC(=O)c2cccc(N3C(=O)CCC3=O)c2)o1 | -10 | 15 | -6 | 0.1 | 11 | -2 | -2 | -0.6 | 20 | 16 | -1
CCc1ccc(C(=O)CCC(=O)Nc2ccc(OC)c(S(=O)(=O)N3CCCCC3)c2)cc1 | 14 | -2 | 11 | 0.3 | -11 | 3 | -20 | -2.8 | 5 | -17 | -5
COc1ccc(NC(=O)c2ccc(NCCCN3CCOCC3)c([N+](=O)[O-])c2)cc1 | 6 | 0 | -2 | 0.8 | -15 | -1 | -14 | 1.8 | -5 | -26 | -2
Cc1ccc(Cl)c2sc(NC(=O)C3=COCCO3)nc12 | -14 | -193 | -7 | 0.2 | -169 | 1 | -58 | -0.3 | -15 | -20 | -56
O=C(NCCCNC(=O)c1ccccc1Br)c1ccccc1Br | 1 | 2 | 3 | 0.0 | 5 | 2 | -11 | 0.0 | 7 | -15 | 7
